Source: PubChem
ssDAF-12 act – S. stercoralis DAF-12 activation, primary screen; HEK293 ssDAF-12/GRIP1 lit1-tk-luc reporter, luminescence; % of 3 µM dafachronic acid response; activation, % at 6.8 µM; 1% of 370,000 active; AID 652126;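 active means activation above the mean over all tested compounds plus 3 SD, cut at about 0.9% in these data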;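 further: 0% = DMSO-only wells and 100% = 3 µM delta7-dafachronic acid wells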
hcDAF-12 act – activates DAF-12 receptor from parasite H. contortus | HEK293 hcDAF-12 lit1-tk-luc reporter, luminescence; 0% DMSO, 100% Δ7-dafachronic acid | activation, % at 6.8 µM | 1.4% of 370,000 active | AID 652067;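 active means activation above the mean of all tested compounds plus 3 SD, cut at about 5.5% in these data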;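 further: 100% = response to 3 µM Δ7-dafachronic acid high control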
MBD2 DNA inh – inhibitors of human MBD2 binding to methylated oligonucleotide; inhibition, % at 4.4 µM; TR-FRET; 0.31% of 370,000 active; in the data active means inhibition above about 13%
Target sequence (Q9UBB5 whole entry, looked up): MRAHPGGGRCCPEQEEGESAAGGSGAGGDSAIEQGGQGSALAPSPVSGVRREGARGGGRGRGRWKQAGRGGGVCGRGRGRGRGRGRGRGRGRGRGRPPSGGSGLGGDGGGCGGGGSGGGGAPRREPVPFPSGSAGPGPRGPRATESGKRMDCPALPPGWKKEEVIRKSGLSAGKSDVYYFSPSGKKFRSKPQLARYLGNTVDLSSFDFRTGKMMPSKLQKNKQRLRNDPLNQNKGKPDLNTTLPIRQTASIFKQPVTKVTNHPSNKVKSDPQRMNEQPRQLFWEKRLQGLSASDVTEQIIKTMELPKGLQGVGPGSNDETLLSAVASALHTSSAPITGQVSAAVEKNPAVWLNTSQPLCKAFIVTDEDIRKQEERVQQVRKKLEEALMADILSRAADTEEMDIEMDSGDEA
Rev-erbA mod – modulates human Rev-erb alpha binding to DNA. P20393. Rev-erbα–FITC-DNA binding, fluorescence polarization, 90 min. activity, % at 10 µM. 0.79% of 370,000 active. AID 1259318;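 active means activity above about 14%, limit read from the data; passing the limit was not always enough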;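 further: 0% = DMSO wells with 35 nM protein and 100% = DMSO wells with 750 nM protein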
SMARCA2 activ – activators of SMARCA2 function; 1% of 370,000 active; MG213 cells, MMTV-luciferase reporter, dexamethasone, overnight; activation, % at 9.1 µM; in the data active means activation above about 7.8%;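 further: 0% = vehicle wells and 100% = reference activator wells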
DAX1 inh-1 – DAX1 (NR0B1) inhibition, primary screen. HEK293T StAR-luciferase reporter, SF-1/DAX-1 repression relief. inhibition, % at 6.8 µM. 1.1% of 370,000 active. AID 652010;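 active means inhibition above the mean over all tested compounds plus 3 SD, cut at about 3.6% in these data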;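 further: 0% = DAX-1 cells with DMSO and 100% = cells lacking DAX-1 with DMSO; higher inhibition means more luminescence from relief of DAX-1 repression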
PLC-gamma1 inh – blocks human PLC-gamma1 enzyme activity. P19174. purified PLC-gamma1, fluorogenic substrate, fluorescence. inhibition, % at 12.2 µM. 0.84% of 370,000 active. AID 720700; in the data active means inhibition above about 9.5%
DAX1 inh-2 – inhibitors of human orphan nuclear receptor DAX1 (NR0B1); P51843; HEK293 Gal4-DAX1 luciferase reporter, luminescence; inhibition, % at 6.75 µM; 0.99% of 340,000 active; AID 504766;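 active means inhibition above the mean over all tested compounds plus 3 SD, cut at about 4.2% in these data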;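 further: 0% = DAX1-transfected cells with DMSO and 100% = empty-vector control cells with DMSO; inhibition shows as a rise in luminescence from relieved DAX1 repression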
Target sequence (P51843 207-470 limits assumed): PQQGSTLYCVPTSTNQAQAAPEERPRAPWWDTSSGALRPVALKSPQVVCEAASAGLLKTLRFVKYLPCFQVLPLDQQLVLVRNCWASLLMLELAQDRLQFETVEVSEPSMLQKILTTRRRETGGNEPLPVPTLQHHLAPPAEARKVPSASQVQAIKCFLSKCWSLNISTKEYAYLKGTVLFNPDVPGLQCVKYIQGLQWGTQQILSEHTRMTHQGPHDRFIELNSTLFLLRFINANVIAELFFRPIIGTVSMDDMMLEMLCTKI
ADAM17 inh – inhibitors of human ADAM17. P78536. recombinant ADAM17, EDANS/DABCYL FRET peptide cleavage. inhibition, % at 6.95 µM. 0.83% of 370,000 active;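 active means inhibition above the mean of compounds lying between control limits plus 3 SD, set per campaign, cut at about 8.5% in these data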;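 further: 0% = DMSO-only wells as the low control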
hgDAF-12 ag – activates the H. glycines DAF-12 receptor ligand-binding domain; HEK293 GAL4-hgDAF12 UAS-luciferase reporter, agonist luminescence; normalized to butyrate control; activation, % at 6.8 µM; 1.8% of 370,000 active; AID 687014;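 active means activation above a cutoff set at the mean of all screened compounds plus 3 SD, cut at about 10% in these data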;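 further: 0% = DMSO wells and 100% = sodium butyrate wells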
PLCb3 inh – PLC-beta3 (human) inhibition, primary screen; 0.18% of 370,000 active; AID 720704; Q01970; inhibition, % at 12.2 µM; Purified PLC-beta3, fluorogenic substrate, fluorescence; in the data active means inhibition above about 11%;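 further: 0% = median of compound wells on plate and 100% = full blocker control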
An asterisk follows results filed as active; / = no result given.

Sequence of screens – ssDAF-12 act	hcDAF-12 act	MBD2 DNA inh	Rev-erbA mod	SMARCA2 activ	DAX1 inh-1	PLC-gamma1 inh	DAX1 inh-2	ADAM17 inh	hgDAF-12 ag	PLCb3 inh
#1 Cc1cccc(NS(=O)(=O)c2c(C(=O)N3CCCC3)c(C)n(C)c2C)c1
  -1.0	-0.2	6	-4	-6	0.3	5	0.6	-2	-1.1	-5
#2 CCn1c(SCC(=O)N/N=C/C=C/c2ccccc2[N+](=O)[O-])nnc1-c1ccc(Cl)cc1
  0.2	-0.8	1	4	3	0.3	0	/	-3	0.1	0
#3 N#Cc1ccsc1NC(=O)CN1CCOCC1
  -1.0	-0.4	5	0	-1	-0.1	-2	1.2	-2	-1.3	-11
#4 COc1ccc2nc(C)cc(SCC(=O)N/N=C/c3ccco3)c2c1
  -0.9	-1.2	-1	3	-2	0.3	-5	-1.3	-4	-0.7	-12
#5 C=CCNC(=O)c1ccccc1CCc1ccccc1
  -2.2	-0.6	5	0	-2	-0.9	0	-0.6	-6	2.5	-9
#6 COc1ccc2nc(N3C(=O)/C(=C/c4ccccc4)NC3=S)sc2c1
  -1.7	4.2	-5	2	1	0.0	-43	-0.8	1	-0.1	-61
#7 Cc1ccc(N2C(=S)N=C(Nc3ccccc3C)C23CCOC(C)(C)C3)cc1 (stereo not drawn)
  -1.6	-0.1	6	-2	-3	1.0	1	0.1	3	0.2	1
#8 COc1ccc(N2CCN(C(=O)/C(C#N)=C/c3ccccc3)CC2)cc1
  -1.4	-1.0	0	-3	0	-0.5	-2	2.9	-7	0.9	-9
#9 COc1ccc(NC(=O)CN(C)C(=O)c2ccc(N3CCCC3)c([N+](=O)[O-])c2)cc1
  -1.2	-0.8	-14	10	0	-1.2	0	0.3	3	-0.1	-4
#10 COc1ccc(-c2cc(C(=O)N3CCCC(C(F)(F)F)C3)c3ccccc3n2)cc1OC (stereo not drawn)
  0.1	-1.5	-4	-3	0	-1.6	-347	-1.7	-19	-3.6	-378
#11 CC(=O)Nc1ccc(/C(C)=N/NC(=O)c2ccncc2)cc1
  -0.8	-0.6	5	-1	-2	-0.1	3	0.1	0	2.0	2
#12 CN(CC(=O)Nc1ccc(C#N)cc1)Cc1ccc(Cl)cc1
  -1.4	-1.7	1	-2	-2	-0.3	1	-1.1	-1	-0.6	-2
#13 CCCC(=O)c1c[nH]c(C(=O)NCCCN2CCOCC2)c1
  -1.2	-1.4	4	0	-1	-0.6	0	-0.2	-2	-0.6	1
#14 Cc1ccc2cccc(S(=O)(=O)Nc3ccc4c(c3)OCO4)c2n1
  -1.5	0.8	-3	-4	-3	-0.3	1	0.9	1	-1.5	-2
#15 CC1(C)CC(=O)C2=C(C1)OC(=O)C2(NC(=O)c1cccs1)C(F)(F)F (stereo not drawn)
  -1.3	-0.6	7	7	-1	0.1	2	0.4	-7	-0.4	0
#16 CCCNC(=S)Nc1c(C)n(C)n(-c2ccccc2)c1=O
  -1.4	0.0	-2	-1	-2	0.8	4	1.4	6	0.8	3
#17 CCOc1ccc(NC(=O)CN(C)C(=O)c2ccc(C)c(S(=O)(=O)N3CCCCC3)c2)cc1OCC
  -1.4	-0.2	-6	-5	-2	0.3	-2	-0.1	-6	0.3	-2
#18 CCN1CCN(C(=O)C2CCN(S(=O)(=O)N3CCC4(CC3)OCCO4)CC2)CC1
  -1.4	0.5	-6	-5	-2	-0.7	0	0.7	-6	-0.9	-5
#19 Cc1cc(NC(=O)COC(=O)c2cccc(S(=O)(=O)N3CCOCC3)c2)no1
  0.4	-0.4	-6	-5	-3	0.1	4	1.2	-1	-1.7	4
#20 CCc1ccccc1NC(=O)c1nnn(CC(=O)Nc2cccc(C)c2C)c1N
  -0.6	-2.3	10	35*	-3	-0.9	1	-0.8	-5	-0.8	-2

A stretch taken from the entries so far:
Sequence of screens – ssDAF-12 act	hcDAF-12 act	MBD2 DNA inh	Rev-erbA mod	SMARCA2 activ	DAX1 inh-1	PLC-gamma1 inh	DAX1 inh-2	ADAM17 inh	hgDAF-12 ag	PLCb3 inh
#10 COc1ccc(-c2cc(C(=O)N3CCCC(C(F)(F)F)C3)c3ccccc3n2)cc1OC (stereo not drawn)
  0.1	-1.5	-4	-3	0	-1.6	-347	-1.7	-19	-3.6	-378
#11 CC(=O)Nc1ccc(/C(C)=N/NC(=O)c2ccncc2)cc1
  -0.8	-0.6	5	-1	-2	-0.1	3	0.1	0	2.0	2

Additional records:
Sequence of screens – ssDAF-12 act	hcDAF-12 act	MBD2 DNA inh	Rev-erbA mod	SMARCA2 activ	DAX1 inh-1	PLC-gamma1 inh	DAX1 inh-2	ADAM17 inh	hgDAF-12 ag	PLCb3 inh
#21 COc1ccc(C(=O)N2CCCC(C(=O)N3CCCCCC3)C2)cc1 (stereo not drawn)
  -1.6	-1.0	0	0	-5	0.3	-1	-0.2	-5	0.0	3
#22 CN(C)C(=O)COc1ccc(Oc2ccccc2)cc1
  -1.3	-0.4	-2	-2	-1	-0.1	-1	1.4	-2	2.9	1
#23 Cc1ccc(S(=O)(=O)NCCC(=O)OCC(=O)N(C)c2ccccc2)cc1
  -0.4	-0.3	-7	1	-1	-2.9	-1	0.2	2	0.5	0
#24 COc1ccc(S(=O)(=O)N(Cc2ccccc2)c2ccccc2C(=O)O)cc1
  -1.7	0.4	0	0	1	0.1	0	-0.1	0	-1.6	-6
#25 O=C(COC(=O)CNC(=O)c1ccc(Cl)cc1Cl)NNC(=O)c1ccccc1F
  -1.1	-1.1	-3	-8	-2	0.1	2	1.2	-4	2.4	1
#26 O=CN(c1ccccc1)c1ccc2ccccc2c1
  0.0	-0.3	-4	8	-4	-0.2	-5	1.8	-6	2.4	-6
#27 CCOc1ccccc1CN1CCNC(=O)C1CC(=O)N(C)CCC1CCOCC1 (stereo not drawn)
  -1.0	1.0	2	-6	-1	-0.3	-2	1.8	-2	-1.5	-8
#28 O=C1C=C(c2ccc(F)cc2OCc2ccccc2)C[C@@H](c2ccc3c(c2)OCO3)C1
  -1.3	-1.0	-5	5	0	0.1	-2	1.2	-3	-0.1	1
#29 CC1CCCN(S(=O)(=O)c2ccc3[nH]c(=O)cc(C(=O)NCCCN4CCCCCC4)c3c2)C1 (stereo not drawn)
  -1.0	-0.5	3	-12	-4	1.2	-1	0.2	-6	-0.7	-5
#30 O=C1CC(SC(=NCc2ccc3c(c2)OCO3)Nc2ccccc2)C(=O)N1c1ccccc1 (stereo not drawn)
  -1.0	-1.1	0	1	-1	0.2	8	-0.1	1	0.6	8
#31 CC(=O)c1c(O)cc(O)cc1CC(=O)O
  -2.2	-2.1	-7	-4	-3	-0.3	-11	2.2	-7	1.0	-16
#32 O=c1cc[nH]c2c1ccc1cccnc12
  -1.2	1.6	2	-4	-1	-0.1	3	2.1	-3	-0.5	4
#33 C#CCn1c(-c2ccccc2)ccc(C#N)c1=O
  -1.6	-1.2	2	2	0	0.5	-5	-0.7	2	1.3	0
#34 Cn1c(=O)n(CC(=O)NCc2cccnc2)c2ccccc21
  -1.1	-0.9	3	-5	0	0.1	0	0.1	-7	1.0	1
#35 Cc1ccc(C)c(SCC(=O)OCC(=O)N2CC(C)OC(C)C2)c1 (stereo not drawn)
  -1.2	-0.5	-3	3	1	2.1	-1	1.2	0	-5.8	-7
#36 COc1ccc(C(=O)NC(=O)N2CCCCC2)cc1
  -1.1	0.4	0	1	4	0.3	0	1.0	0	0.8	4
#37 O=C(O)[C@@H]1CCCN(S(=O)(=O)c2cccc3cccnc23)C1
  -0.5	1.1	0	-2	1	0.3	-1	0.0	-2	-0.3	0
#38 O=C(NCC[C@H]1CC[C@@H](NC(=O)C2CCOCC2)[C@@H](CO)O1)Nc1ccc(Cl)cc1
  -1.1	-1.5	1	3	-5	-0.1	-1	/	-3	1.1	-4
#39 COC(=O)c1sccc1NC(=O)Nc1cccc(C)c1C
  -1.3	-2.0	4	-4	-1	0.8	-5	0.0	2	-0.9	-7
#40 CC(C)C(=O)N1CCN(c2nc(-c3ccc(Cl)cc3)cs2)CC1
  -2.0	-2.2	1	3	1	-1.5	5	-1.1	1	0.8	2
#41 CCOc1ccc(CN(C)C(=O)CCc2ccc(S(=O)(=O)N3CCCCCC3)cc2)cc1
  -1.6	-2.7	1	-4	-3	-3.4	1	-2.5	-3	-5.0	-4
#42 O=C(c1ccc(S(=O)(=O)NCc2ccco2)cc1)N1CCCC1
  -1.2	0.5	1	3	-1	0.3	2	-0.1	0	-4.4	4
#43 Cc1cc(C)c2cc(CN(CCO)Cc3nnnn3Cc3ccc(F)cc3)c(=O)[nH]c2c1
  -1.2	-1.5	-7	-1	-1	0.3	-88	2.0	-17	1.1	-111
#44 O=C(COC(=O)c1ccc2ncsc2c1)NCc1cccc(Cl)c1
  -0.8	2.5	-1	-3	-1	1.8	3	-0.4	6	3.9	-11
#45 O=C(CSc1nc2cc(S(=O)(=O)N3CCOCC3)ccc2o1)Nc1c(F)cccc1F
  -1.2	-0.2	0	0	-2	-0.4	1	1.6	2	1.3	4
#46 COc1ccc(N(CC(=O)Nc2ccc3c(c2)OCO3)S(=O)(=O)c2ccc(C)cc2)cc1OC
  -1.6	-2.1	0	1	-3	-0.1	4	-1.0	-1	3.5	-7
#47 Cn1c(=O)c2c(nc(SCC(=O)NCc3ccco3)n2C)n(C)c1=O
  -1.6	-1.3	-1	2	-2	0.1	5	-0.9	5	-1.4	2
#48 O=C(O)c1cccc(NS(=O)(=O)c2ccc3nnn(O)c3c2)c1
  -0.2	0.1	3	1	2	0.0	1	-0.1	2	2.1	-3
#49 CC(C)(C)c1ccc(-c2nc(C#N)c(NCc3ccncc3)o2)cc1
  -0.9	1.4	2	7	1	-0.3	-33	1.4	-60	3.5	-52
#50 CCCCc1ccc(NC(=O)N[C@H](C(=O)O)C(C)C)cc1
  -1.5	-0.5	3	0	0	0.6	1	-0.2	-5	0.0	1
#51 Cc1ccc(C(=O)N/C(=C\c2ccc(F)cc2)C(=O)NCCN2CCOCC2)cc1
  -0.7	-1.2	-9	3	0	-0.1	1	-1.0	1	1.2	-2
#52 CC(C)(C)NC(=O)CSc1ncccc1-c1nc2ccccc2[nH]1
  -1.2	1.4	2	2	-2	-0.2	-38	-1.4	-33	0.6	-44
#53 Cc1ccccc1NC(=O)c1ccccc1O
  -1.8	0.1	2	-5	1	-0.4	-7	-1.6	-17	2.5	-8
